# eIF4E 4G PPI: eIF4E–eIF4G protein interaction inhibitors, primary screen, biochemical, uHTS, TR-FRET, eIF4GI fragment; inhibition, % at 21.7 µM; TR-FRET eIF4E-eIF4GI(517-606) binding, 2 h; Eukaryotic translation initiation factor 4E (Mus musculus) + Eukaryotic translation …; 220,000 compounds, 0.37% hits;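 active = inhibition above about 30%, limit read from the data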;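 also: 0% = full FRET control wells and 100% = background wells lacking eIF4GI fragment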
# EBV gp42 inh: Epstein-Barr virus gp42 inhibitors, primary screen, biochemical, uHTS, fluorescence polarization | Glycoprotein 42 (Epstein-Barr virus (strain AG876)), Q1HVG2 | Fluorescence polarization binding assay, mP read-out | inhibition, % (tested at 21.74 µM) | 220,000 compounds, 0.42% hits; in the data active = inhibition above about 50%
# Calpain2 inh: inhibitors of pig calpain II, primary screen, biochemical, fluorogenic peptide substrate, 1536-well. purified calpain II, 30 min. inhibition, % at 16 µM. 220,000 compounds, 0.37% hits. AID 1236, 2008;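 active = inhibition above about 50%, limit read from the data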
# PERK inh: block of dimerizer-induced PERK translation repression, primary screen, PERK inhibitor project, CHO PERK-DD cells, SEAP luminescence, HTS. 220,000 compounds, 0.17% hits. inhibition, % at 5.6 µM. CHO PERK-DD fusion, SEAP luminescence translation reporter. Eukaryotic translation initiation factor 2-alpha kinase 3 (Homo sapiens), Q9NZJ5. AID 1416, 2008;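 active = inhibition above the mean inhibition of all tested compounds plus 3 SD, set separately per screening campaign, cut at about 2.9% in these data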;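 also: PERK kinase domain activated by AP20187 dimerizer at 100 nM; 0% = DMSO with dimerizer and 100% = rapamycin at 8.4 µM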
# zVAD death inh: inhibitors of zVAD-triggered necroptosis, primary screen, L929 cells; L929 zVAD necroptosis rescue, ATP luminescence, 24 h; with zVAD 60 µM; viability rescue, % at 10 µM; 220,000 compounds, 0.38% hits; AID 1377, 2008;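 active = activation, scaled between plate controls, above about 75%, limit read from the data; inactive = activation under that limit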;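 also: 0% = zVAD with DMSO and 100% = DMSO alone without zVAD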
# Rad51 HR inh: human RAD51 strand exchange inhibitors, primary screen, biochemical, fluorescence. DNA repair protein RAD51 homolog 1 (Homo sapiens), Q06609. 200,000 compounds, 0.085% hits. AID 1385, 2008. hRad51 DNA strand exchange, fluorescence dequenching. inhibition, % at 10 µM;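 active = inhibition above 40% at the single screening dose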;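 also: 0% = DMSO control wells and 100% = blanks with heterologous ssDNA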
#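 Test system: preformed human Rad51 ssDNA filaments. Compound dosing: single dose, 10 µM final compound. Incubation: filaments 15 min 37 °C, then compound 30 min. Technique: FRET fluorescence dequenching, excitation 485 nm, emission 520 nm. Read-out basis: percent inhibition from fluorescence, normalised to plate control and blank means. Benchmarks: plate controls and plate blanks.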
# TNF death inh: inhibitors of TNF-alpha triggered necroptosis, primary screen, cell-based, Jurkat FADD-/-, single concentration | Jurkat FADD-/- TNF necroptosis rescue, ATP luminescence, 24 h; 0 = TNF only, 100 = no-TNF cells | activation (protection from cell death), % at 10 µM | 220,000 compounds, 0.068% hits | AID 463075, 2010;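 active = activation, meaning protection from cell death, of at least 50% relative to plate controls; inactive = activation below 50%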;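 also: necroptosis triggered by 40 ng/mL TNF-alpha added together with compound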
# Cl transport mod: KCC2 cotransporter modulators, thallium flux, primary screen, cell-based, HEK293 KCC2, FluoZin-2 fluorescence, MLSMR | B-score of Tl+ flux slope (higher = more flux/activation; lower = inhibition) at 10 µM | Solute carrier family 12 member 5 (Homo sapiens), Q9H2X9 | 190,000 compounds, 2.2% hits | KCC2 cells, thallium flux FluoZin-2 fluorescence;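 active = thallium flux slope and its plate-corrected score both differing from the plate sample mean at a set confidence after two filtering rounds, in either direction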;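 also: slope of fluorescence scaled to starting intensity during 10 to 20 s after thallium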
# Target sequence (Q9H2X9 whole entry, looked up): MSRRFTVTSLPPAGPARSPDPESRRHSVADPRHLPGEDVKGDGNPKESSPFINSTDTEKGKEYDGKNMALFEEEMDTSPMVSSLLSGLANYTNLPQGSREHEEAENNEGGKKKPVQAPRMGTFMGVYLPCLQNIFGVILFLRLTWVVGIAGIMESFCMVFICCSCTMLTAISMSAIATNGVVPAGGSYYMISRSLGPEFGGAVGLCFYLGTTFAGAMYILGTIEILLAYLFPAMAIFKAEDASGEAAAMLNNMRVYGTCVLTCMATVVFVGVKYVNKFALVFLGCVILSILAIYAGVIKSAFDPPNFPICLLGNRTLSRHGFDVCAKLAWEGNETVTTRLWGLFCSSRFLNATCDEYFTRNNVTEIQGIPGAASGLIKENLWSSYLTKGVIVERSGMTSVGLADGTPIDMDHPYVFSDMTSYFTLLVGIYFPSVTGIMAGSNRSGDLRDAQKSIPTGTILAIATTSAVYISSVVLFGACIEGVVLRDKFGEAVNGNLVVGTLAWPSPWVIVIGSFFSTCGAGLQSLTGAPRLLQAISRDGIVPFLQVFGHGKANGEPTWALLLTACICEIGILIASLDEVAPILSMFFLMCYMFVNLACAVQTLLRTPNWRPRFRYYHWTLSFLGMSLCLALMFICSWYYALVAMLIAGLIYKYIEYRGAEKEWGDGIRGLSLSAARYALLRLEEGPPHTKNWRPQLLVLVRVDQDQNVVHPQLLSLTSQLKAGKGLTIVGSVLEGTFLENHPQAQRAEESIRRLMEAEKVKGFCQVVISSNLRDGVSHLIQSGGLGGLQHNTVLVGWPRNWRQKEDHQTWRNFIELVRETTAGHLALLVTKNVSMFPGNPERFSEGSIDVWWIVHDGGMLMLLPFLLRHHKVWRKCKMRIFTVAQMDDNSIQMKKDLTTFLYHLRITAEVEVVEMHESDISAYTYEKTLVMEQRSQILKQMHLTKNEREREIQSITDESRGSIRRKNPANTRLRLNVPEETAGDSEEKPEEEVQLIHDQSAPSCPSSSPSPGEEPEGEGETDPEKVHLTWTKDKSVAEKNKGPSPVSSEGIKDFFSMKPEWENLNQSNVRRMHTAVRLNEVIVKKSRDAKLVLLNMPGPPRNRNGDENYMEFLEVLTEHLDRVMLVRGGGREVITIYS
# MDM2 E3 inh: MDM2-luciferase reporter signal enhancers, primary screen, MDM2 E3 ligase inhibitor project, cell-based, luminescence, 1536-well; E3 ubiquitin-protein ligase Mdm2 (Homo sapiens), Q00987; cell-based MDM2 ubiquitination luciferase reporter, 2 h; 0 = plate control, 100 = twice control, blank-subtracted; signal enhancement, % at 5 µM; 210,000 compounds, 0.11% hits; AID 1230, 2008;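 active = signal enhancement of 30% or more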;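 also: luminescence tracks abundance of the self-degrading MDM2-luciferase fusion protein; higher signal means inhibition of MDM2 E3 ligase activity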
#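 Assay system: mammalian cells stably expressing self-ubiquitinating, self-degrading MDM2 E3–luciferase fusion. Quantity: 2000 cells in each well. Medium: DMEM culture medium. Compound dosing: single-point 5 µM. Timing: cell settling 4 h, compound treatment 2 h, both 37 °C. Technique: luciferase luminescence. Read-out basis: percent signal gain over controls, blank-subtracted. Benchmarks: plate controls and plate blanks.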
# Active calls of the source: *; . = not tested or not shown; [ ] = another dose, or the depositor's remark.
SMILES,eIF4E 4G PPI,EBV gp42 inh,Calpain2 inh,PERK inh,zVAD death inh,Rad51 HR inh,TNF death inh,Cl transport mod,MDM2 E3 inh
COc1ccc(NC(=O)c2cccs2)cc1NC(=O)c1ccco1,1,-12,-14,-0.6,0.4,-5,0.6,.,-8
CCN(CC(=O)Nc1ccc2c(c1)OCCO2)C(=O)CC1CCCC1,7[fluorescence artefact?],-28,15,-0.5,-0.1,-8,0.3,0.42,.
Cn1c(NCc2c[nH]c3ccccc23)nc2ccccc21,2[fluorescence artefact?],-9,-20,-0.7,0.2,5,0.0,-0.35,-14
CCN1c2ccccc2N(C)C1(C)c1ccccc1 (centres undefined),43*[fluorescence artefact?],34,37,-0.1,0.1,-30,-3.5,0.83,-17
COc1ccc(Nc2ccc(S(=O)(=O)N3CCCCC3)cc2[N+](=O)[O-])cc1OC,3,9,14,-0.8,0.0,-12,4.3,0.23,-7
Cc1occc1-c1nnc(SCC(=O)Nc2nc3ccccc3s2)o1,-4,-13,21,0.8,6.7,-3,0.5,.,-5
O=P(c1ccccc1)(c1ccccc1)C(c1ccccn1)P(=O)(c1ccccc1)c1ccccc1,5,-21,-12,-0.5,0.1,6,-1.0,0.71,-5
COc1ccc(S(=O)(=O)NCC(=O)Nc2cccc(C)c2C)cc1OC,0,7,-31,1.0,0.7,9,-0.1,0.32,5
CC(=O)Nc1ccc(S(=O)(=O)N2CCC(N(C)CCC(C)C)CC2)cc1,-1,-14,20,0.7,1.0,2,-2.5,.,4
Cc1ccc(NC(=S)/N=C(\N)Nc2nc(C)c3ccccc3n2)cc1C,18,-13,-38,0.7,0.3,-3,-0.6,-1.5,-7
Cc1ccc(C#CC[N+](C)(C)CC#Cc2ccccc2)cc1,-1,5,2,-0.9,-0.2,-7,1.2,-0.059,-30
COc1cc(CN2CCN(C(C)C)C(CCO)C2)ccc1OCc1ccccc1 (centres undefined),0,-4,-21,0.0,0.0,8,1.7,0.065,-3
CCSc1ncnc2c1sc1nc(-c3ccco3)c3c(c12)CC(C)(C)OC3,-4,-9,-16,0.6,0.4,.,-0.1,0.0037,-3
C=C(C)CNC(=S)N/N=C/c1ccc(N2CCOCC2)cc1,-9[fluorescence artefact?],-10,-203,0.3,-0.5,2,0.4,-1.3,0
c1ccc(-c2noc(-c3ccncc3)n2)nc1,10,17,27,0.2,-0.7,-2,-6.4,1,-33
Cc1ccc(C)n1-c1sccc1C(=O)O,21,10,-91,-0.4,-0.1,-3,-0.4,.,-14
O=C(Nc1ccnc(-c2cccnc2)n1)c1cccs1,0,-8,10,0.1,10,16,-0.4,0.98,-19
COC(=O)CC1C(=O)NCCN1C(=O)Nc1ccc(Cl)c(Cl)c1 (centres undefined),-1,-3,-16,0.2,2.2,5,0.4,1.1,10
CCCN(Cc1ccccc1)C(=O)Nc1ccc2c(c1)nnn2C,2,-16,-8,-0.2,-0.3,0,-1.3,-1.1,0
COC(=O)c1cc(=O)n(Cc2ccc3c(c2)OCO3)c(=Nc2ccc(F)cc2)s1,2,-6,-92,-0.2,-1.0,2,-5.1,1,-9
CCN(CC)S(=O)(=O)c1ccc(N2CCCC2)c(NS(=O)(=O)c2ccc([N+](=O)[O-])cc2)c1,-2,-8,-13,0.2,1.6,4,1.0,1.1,-9
Nn1c(COc2ccccc2)nc2ccccc2c1=O,0,-9,-10,1.5,7.4,2,3.6,.,-18
CC1(C)SC2c3ccccc3C(=O)N2[C@@H]1C(=O)NCCCN1CCOCC1 (some centres undefined),-10,-13,-28,-0.3,-0.2,-7,-2.1,0.27,-14
O=C(COc1cccnc1[N+](=O)[O-])Nc1cc(S(=O)(=O)N2CCCCC2)ccc1Cl,-15,-5,-14,1.2,0.2,3,4.5,-0.28,.
Cn1c(N)c(C(=O)CSc2nnc(-c3ccccc3F)n2C2CC2)c(=O)n(C)c1=O,0,-4,0,0.7,4.8,-9,-0.9,0.82,-17
C=CCNC(=O)c1onc(CSc2ccc(C(C)C)cc2)c1C(=O)O,2[fluorescence artefact?],-16,-24,2.4,0.7,9,-0.9,-1.8,-15
COc1ccc(C2N(c3ccccc3)CCN2c2ccccc2)cc1O,3,-12,-4,-0.5,-3.1,3,2.0,0.45,-19
COC(=O)[C@@]1(Cc2ccc(OC)cc2)[C@H]2c3cc(C(=O)N(C)C)n(CCc4ccc(OC)c(Br)c4)c3C[C@H]2CN1C(=O)c1ccccc1,-1,-1,-105,-0.6,-1.4,.,0.3,0.18,.
Cc1ccccc1-c1nnc(SCC(=O)NC2CCCCC2)o1,-4[fluorescence artefact?],-20,19,-0.4,0.2,2,0.7,-2.3,-15
CCOc1ccc(NC(=O)CCC(=O)OC)cc1,5,2,-46,0.2,2.1,-1,-0.3,.,-7
O=C(CSc1ncnc2c1nnn2Cc1ccc(F)cc1)NC1CCCC1,4,-6,-12,1.3,-0.2,.,1.5,-0.19,-5
OCCC1CN(Cc2cccc3nonc23)CCN1Cc1ccsc1 (centres undefined),3,-4,-18,0.9,-0.1,.,2.9,-0.32,-8
O=C(N/N=C/c1ccco1)c1ccc(NC(=O)C2CC2)cc1,0,-10,3,0.8,1.1,24,-0.1,1.2,0
Cc1ccc2oc(=O)c3cc(C(=O)N4CCN(C(=O)c5ccco5)CC4)sc3c2c1,0,-17,4,1.1,-0.4,.,0.3,-2.5*,2
CCN1C(=O)/C(=C2/C=Cc3cc(C)ccc3N2CC)N(C)C1=S,-7,-18,1,0.1,-0.9,7,-7.9,-0.056,-16
O=C(COC(=O)c1cccnc1Cl)Nc1cccc(S(=O)(=O)N2CCCCC2)c1,3,-7,-15,1.4,0.5,-4,-0.7,0.058,-9
NC(=O)C1CCN(CCCNC2CC(=O)N(Cc3ccc(N4CCCC4=O)cc3)C2=O)CC1 (centres undefined),.,.,.,1.7,-0.1,-1,0.2,-0.055,.
O=C1CC(=O)N(Cc2ccco2)C(=O)N1,31*,-36,12,0.5,3.0,.,2.0,1,-21
Clc1ccc(-c2cn3cc(Br)ccc3n2)cc1Cl,-3,-13,36,0.0,1.0,-6,1.3,-0.19,-47
CCCC(=O)NCc1ccc2c(c1)cc(C)n2C,2,-2,30,0.1,1.1,2,-2.5,.,-3

# Taken from the entries so far for reference:
SMILES,eIF4E 4G PPI,EBV gp42 inh,Calpain2 inh,PERK inh,zVAD death inh,Rad51 HR inh,TNF death inh,Cl transport mod,MDM2 E3 inh
CCN1C(=O)/C(=C2/C=Cc3cc(C)ccc3N2CC)N(C)C1=S,-7,-18,1,0.1,-0.9,7,-7.9,-0.056,-16
O=C(COC(=O)c1cccnc1Cl)Nc1cccc(S(=O)(=O)N2CCCCC2)c1,3,-7,-15,1.4,0.5,-4,-0.7,0.058,-9

# Next section
SMILES,eIF4E 4G PPI,EBV gp42 inh,Calpain2 inh,PERK inh,zVAD death inh,Rad51 HR inh,TNF death inh,Cl transport mod,MDM2 E3 inh
O=C(CN1CCCCC1)NCC1(c2ccccc2)CCCC1,2,-6,14,0.8,-1.4,-4,0.7,-0.14,-1
CC(=O)Nc1ccc(NC(=O)C(C)n2nc([N+](=O)[O-])c(Br)c2C)cc1 (centres undefined),-7,-14,3,-0.4,0.2,-5,-2.5,.,1
C/C(Cn1cnc([N+](=O)[O-])n1)=N\NC(=O)c1ccncc1,1,-15,-9,1.0,0.4,.,0.3,0.21,8
CC1CN(c2ccc(NS(=O)(=O)c3ccccc3)cc2C(=O)O)CC(C)O1 (centres undefined),2,-5,2,0.3,0.4,0,0.5,1.1,1
CC1=C([N+](=O)[O-])C(c2ccccc2C(F)(F)F)NC(=O)N1C (centres undefined),-3,-8,-16,0.6,-0.1,.,0.9,0.84,4
O=C(CN1C(=O)CSCC1=O)NCc1ccc(F)cc1,5,-12,-9,0.7,1.1,10,2.6,0.21,-16
Cc1cc([N+](=O)[O-])cc([N+](=O)[O-])c1NCC(C)C,-2,-2,-1,0.5,1.0,13,-1.3,.,-5
O=C(CN1CCN(CC(=O)Nc2ccccc2C(F)(F)F)CC1)Nc1ccccc1F,6[fluorescence artefact?],-16,-20,0.9,1.3,-7,0.1,.,-10
Cc1oc(C)c(S(=O)(=O)NCc2cccs2)c1C(=O)O,-1,-14,-9,0.9,0.0,6,2.1,0.077,-14

# Among those listed so far, these have a thiophene ring, fused or not.
SMILES,eIF4E 4G PPI,EBV gp42 inh,Calpain2 inh,PERK inh,zVAD death inh,Rad51 HR inh,TNF death inh,Cl transport mod,MDM2 E3 inh
COc1ccc(NC(=O)c2cccs2)cc1NC(=O)c1ccco1,1,-12,-14,-0.6,0.4,-5,0.6,.,-8
CCSc1ncnc2c1sc1nc(-c3ccco3)c3c(c12)CC(C)(C)OC3,-4,-9,-16,0.6,0.4,.,-0.1,0.0037,-3
Cc1ccc(C)n1-c1sccc1C(=O)O,21,10,-91,-0.4,-0.1,-3,-0.4,.,-14
O=C(Nc1ccnc(-c2cccnc2)n1)c1cccs1,0,-8,10,0.1,10,16,-0.4,0.98,-19
OCCC1CN(Cc2cccc3nonc23)CCN1Cc1ccsc1 (centres undefined),3,-4,-18,0.9,-0.1,.,2.9,-0.32,-8
Cc1ccc2oc(=O)c3cc(C(=O)N4CCN(C(=O)c5ccco5)CC4)sc3c2c1,0,-17,4,1.1,-0.4,.,0.3,-2.5*,2
Cc1oc(C)c(S(=O)(=O)NCc2cccs2)c1C(=O)O,-1,-14,-9,0.9,0.0,6,2.1,0.077,-14

# Source: PubChem
